MBD2 inh = blocks human MBD2 binding to methylated DNA. 370,000 tested, 0.31% active. AID 686964. inhibition, % at 4.4 µM. TR-FRET, MBD2 binding to methylated oligonucleotide; in the data active = inhibition above about 13%
PRMT1 inh = blocks human protein arginine methyltransferase 1 | Q99873 | recombinant PRMT1, activity-based probe fluorescence polarization | inhibition, % at 2.79 µM | 370,000 tested, 1.3% active | AID 652257;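 active = inhibition above about 21% made by adding two undisclosed values, limit read from the data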
Target sequence (Q99873 whole entry, looked up): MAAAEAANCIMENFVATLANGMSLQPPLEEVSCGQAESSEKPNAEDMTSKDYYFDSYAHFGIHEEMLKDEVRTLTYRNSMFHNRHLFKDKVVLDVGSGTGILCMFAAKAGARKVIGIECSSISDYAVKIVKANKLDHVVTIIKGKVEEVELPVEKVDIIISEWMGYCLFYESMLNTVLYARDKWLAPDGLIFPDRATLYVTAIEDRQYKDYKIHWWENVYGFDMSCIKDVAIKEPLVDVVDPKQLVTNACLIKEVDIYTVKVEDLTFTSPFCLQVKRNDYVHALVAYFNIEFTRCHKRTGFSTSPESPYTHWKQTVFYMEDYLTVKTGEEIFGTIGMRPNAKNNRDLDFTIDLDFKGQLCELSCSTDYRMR
mABHD4 FP = inhibits mouse alpha/beta hydrolase domain 4; inhibition, % at 8.92 µM; 370,000 tested, 0.54% active; purified mABHD4, FP-Rh probe fluorescence polarization;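 active = inhibition exceeding the mean over every tested compound plus 3 SD, cut at about 30% in these data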;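 also: 0% = plate median of compound wells and 100% = S159A mutant with DMSO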
Target sequence (Q8VD66 whole entry, looked up, the tested form may be a part): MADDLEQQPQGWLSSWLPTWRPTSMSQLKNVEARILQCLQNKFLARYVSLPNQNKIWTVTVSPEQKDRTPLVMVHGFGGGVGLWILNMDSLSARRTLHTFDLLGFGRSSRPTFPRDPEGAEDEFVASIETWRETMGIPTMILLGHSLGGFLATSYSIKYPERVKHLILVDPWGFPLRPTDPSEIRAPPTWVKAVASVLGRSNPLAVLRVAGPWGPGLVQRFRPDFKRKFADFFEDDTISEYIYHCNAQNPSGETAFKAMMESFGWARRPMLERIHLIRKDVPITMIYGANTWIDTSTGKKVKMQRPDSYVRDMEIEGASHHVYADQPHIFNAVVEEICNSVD
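assay system = mABHD4 protein | compound dosing = single nominal dose of 8.92 µM, 0.89% DMSO final | read-out basis = percent inhibition of probe binding, normalized to plate controls | schedule = Enzyme–compound pre-incubation 45 min, then probe 60 min, both 25 °C | detection = fluorescence polarization, excitation 525 nm, emission 598 nm, BODIPY TMR filters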
SIAE inh = inhibitors of human sialic acid acetylesterase SIAE; Q9HAT2; SIAE FP-Rh probe binding, fluorescence polarization; inhibition, % at 9.66 µM; 370,000 tested, 0.69% active;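 active = inhibition above a cutoff: mean of compounds within the control limits plus 3 SD of those, cut at about 17% in these data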;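 also: 0% = plate median of compound wells and 100% = probe without SIAE protein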
TDP2 inh = blocks human TDP2 phosphodiesterase activity. 370,000 tested, 0.34% active. inhibition, % at 12.8 µM. O95551. recombinant TDP2, T5PNP hydrolysis, p-nitrophenol absorbance 415 nm;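 active = inhibition above the mean of all tested compounds plus 3 SD, set per campaign, cut at about 25% in these data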;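 also: 0% = DMSO with enzyme and 100% = buffer with substrate but no TDP2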
Target sequence (O95551 whole entry, looked up): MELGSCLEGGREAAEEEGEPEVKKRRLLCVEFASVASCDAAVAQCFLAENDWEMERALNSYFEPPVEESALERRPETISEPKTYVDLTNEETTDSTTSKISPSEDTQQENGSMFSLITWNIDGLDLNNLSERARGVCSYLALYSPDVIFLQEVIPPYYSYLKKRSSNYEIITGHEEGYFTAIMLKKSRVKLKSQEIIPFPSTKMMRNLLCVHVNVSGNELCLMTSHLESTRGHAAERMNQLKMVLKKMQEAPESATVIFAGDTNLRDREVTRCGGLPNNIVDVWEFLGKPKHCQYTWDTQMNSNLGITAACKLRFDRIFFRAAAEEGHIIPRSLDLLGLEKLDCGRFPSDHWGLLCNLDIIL
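Test system: Human TDP2 enzyme | Reagent: 5 mM T5PNP | Compound dosing: 12.8 µM single point, 1% DMSO | Incubation: Enzyme reaction with compound for 2 h at 37 °C | Technique: p-Nitrophenol epi absorbance | Read-out: % inhibition relative to enzyme-containing and enzyme-free wells | Benchmarks: High control without enzyme, low control DMSO plus TDP2 | Replicates: Singlicate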
NPR2 activator = GC-B (human) receptor activation | HEK293-GC-B cells, CNP EC30, cGMP TR-FRET; 0% at EC30 CNP, 100% saturating CNP | activation, % at 10 µM | P20594 | 370,000 tested, 0.11% active;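 active = activation at 10 µM reaching about 35% in either raw or pattern-adjusted values, limit read from the data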
HTRA1 inhibitor = inhibitors of human serine peptidase HTRA1; Q92743; recombinant HTRA1, FP-rhodamine activity-based probe, fluorescence polarization; inhibition, % at 5.96 µM; 340,000 tested, 0.5% active; AID 504803; in the data active = inhibition above about 36%;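 also: 0% = enzyme with DMSO and 100% = wells lacking enzyme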
LEDGF integ inh = blocks HIV-1 LEDGF/p75-dependent DNA integration. inhibition, % at 3.7 µM. AID 743269. 370,000 tested, 0.64% active. TR-FRET IN-LEDGF/p75 DNA integration, Eu/Cy5;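 active = inhibition above the screen-wide mean plus 3 SD, cut at about 13% in these data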;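 also: signal is the Cy5 over europium emission ratio at 671 and 618 nm; 0% = plate median of compound wells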
rCAG binder = r(CAG) repeat RNA binding. TO-PRO-1 dye displacement fluorescence. inhibition, % at 3 µM. 370,000 tested, 1.3% active;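 active = inhibition above the plate cutoff, the mean of all test compounds on that plate plus 3 SD, cut at about 35% in these data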;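 also: 0% = DMSO alone and 100% = 100 µM mitoxantrone as full dye displacement; higher means more dye released from RNA so lower well fluorescence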
TCR CD3 inh = blocks the human TCR-CD3 interaction. TAMRA-labeled TCR probe fluorescence, biochemical. AID 651800. 360,000 tested, 0.37% active. inhibition, % at 9.4 µM; in the data active = inhibition above about 19%;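 also: recombinant mutant TCR 2C K166C tagged with TAMRA read by polarization; 0% = receptor in buffer alone and 100% = receptor with positive control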
Active calls of the source: *; . = no result given. Not all compounds are listed, so the mix of outcomes need not match the whole.

SMILES | MBD2 inh | PRMT1 inh | mABHD4 FP | SIAE inh | TDP2 inh | NPR2 activator | HTRA1 inhibitor | LEDGF integ inh | rCAG binder | TCR CD3 inh
COC(=O)C1Cc2ccccc2CN1S(=O)(=O)c1ccc(C)cc1 (stereo not given) | 4 | 2 | 2 | 0 | 2 | -6 | -12 | 1 | -6 | 1
CC(=O)c1ccc(OC(=O)c2cccs2)cc1 | 0 | -3 | -2 | 3 | -10 | 6 | 8 | -2 | -1 | -2
O=C(NC1CCC(O)CC1)c1ccc(Br)o1 (stereo not given) | 2 | -1 | 0 | 10 | 6 | 3 | 3 | 0 | 1 | -6
Cc1ccc(CN2C(=O)CCC2(C)c2nnnn2-c2ccc3c(c2)OCCO3)cc1 (stereo not given) | -4 | -2 | 2 | 3 | 0 | -3 | . | 3 | 1 | -11
O=C(CCCCCNC(=S)Nc1ccc(Cl)cc1)C[N+](=O)[O-] | -3 | 3 | 1 | 0 | -13 | 1 | -17 | -4 | 4 | 0
N#Cc1ccccc1OCC(=O)N1CCc2ccccc2C1 | -4 | -3 | 0 | 11 | -1 | 3 | -4 | -3 | -3 | 2
CCCCN(C(=O)C(C)Oc1ccc(Br)cc1)c1c(N)n(Cc2ccccc2)c(=O)[nH]c1=O (stereo not given) | 0 | 1 | -1 | 5 | -3 | -1 | 3 | 2 | -1 | -4
Cc1nc(Nc2ccccc2)sc1C(=O)c1ccc(F)cc1 | 0 | 5 | 5 | -7 | -10 | -5 | -19 | -1 | 1 | 3
O=C(Nc1ccc(Cl)c([N+](=O)[O-])c1)C(Sc1ccccc1)c1ccccc1 (stereo not given) | -2 | -3 | -89 | -131 | 4 | -4 | -76 | 0 | 15 | 13
CCC(c1nnnn1Cc1ccc2c(c1)OCO2)N1CCN(c2ccccc2)CC1 (stereo not given) | 11 | 3 | 8 | -3 | 5 | 2 | 0 | 2 | -6 | -3
CCCCN(C(=O)NCCCCCCNC(=O)N(CCCC)C1CCS(=O)(=O)C1)C1CCS(=O)(=O)C1 (stereo not given) | 4 | 1 | 4 | 3 | -3 | -3 | -10 | 2 | -8 | 8
COc1cc(C(=O)Nc2nncs2)cc(OC)c1OC | -6 | -2 | 1 | -2 | -10 | 3 | -13 | -3 | 3 | 2
CC(C)CN1C(=O)c2ccc(C(=O)Nc3ccc(OCC(=O)O)cc3)cc2C1=O | -3 | -1 | -1 | 4 | -5 | -4 | 1 | 0 | 13 | 9
CCOC(=O)c1nnn(-c2nc(OC)nc(N3CCCC3)n2)c1-c1ccccc1 | 1 | -2 | 1 | 0 | 5 | 7 | -17 | -2 | -4 | 5
Nc1nc2c(ncn2[C@@H]2O[C@H](C(=O)N[C@H](Cc3ccccc3)C(=O)NCC3CCCCC3)[C@@H](O)[C@H]2O)c(=O)[nH]1 | 1 | 0 | 0 | -3 | 6 | 12 | . | 4 | 7 | -6
O=C(CCN1CCOCC1)c1ccc(Br)cc1 | 2 | 5 | 1 | -1 | 4 | -6 | 0 | -2 | 2 | 2
Cc1cccc(C)c1NC(=O)C(c1ccccc1)N1CCC(c2ccccc2)CC1 (stereo not given) | 0 | -2 | 2 | -6 | -2 | -5 | . | -3 | 2 | 1
COC(=O)c1sc2nc(-c3ccccc3)c3c(c2c1N)CCCC3 | -4 | -1 | 1 | 7 | -5 | 8 | 0 | -1 | -1 | 8
COc1cc(NC(=O)COc2ccc(-n3cnnn3)cc2)cc(OC)c1OC | -1 | -4 | 3 | 6 | 1 | -3 | 8 | 3 | 2 | -6
Cc1ccc(OCCC(=O)OCC(=O)Nc2ccccc2)cc1 | 0 | -1 | -6 | 0 | -9 | 6 | 2 | 3 | -4 | -12
CCn1cc(C(=O)Nc2cccc(C(=O)OC)c2)c(=O)c2ccc(C)nc21 | 0 | 0 | -1 | 2 | 8 | -2 | -2 | 0 | 2 | 6
COc1ccc(NC(=O)N2CCCC2C(=O)NC23CC4CC(CC(C4)C2)C3)cc1 (stereo not given) | 8 | 8 | -11 | 7 | -7 | 6 | -4 | 0 | -2 | -2
Cc1ccc(CN2CC(C(=O)Nc3ncccc3C)CC2=O)cc1 (stereo not given) | 12 | 1 | 0 | -5 | 9 | 0 | 2 | -2 | -2 | -2
Cc1cc(C)n(C(=O)c2c([N+](=O)[O-])cnn2C)n1 | 1 | 0 | -7 | -1 | -1 | -1 | 6 | 1 | 3 | -3
CCC1CCCCN1C(=O)CCNC(=O)Cn1cnc2ccccc2c1=O (stereo not given) | -3 | -1 | -1 | -3 | 3 | 4 | 8 | -2 | 1 | 1
The list goes on:
SMILES | MBD2 inh | PRMT1 inh | mABHD4 FP | SIAE inh | TDP2 inh | NPR2 activator | HTRA1 inhibitor | LEDGF integ inh | rCAG binder | TCR CD3 inh
CS(=O)(=O)Nc1ccccc1C(=O)c1ccccc1 | 0 | -2 | 1 | 6 | -5 | -2 | 1 | -2 | 0 | 5
Cc1cc(=O)oc(C)c1C(=O)NCCCN1CCN(c2ccccc2F)CC1 | -3 | 4 | 4 | -1 | -1 | -1 | -6 | 1 | 5 | -3
COc1ccc(NC(=O)CCNC(=O)c2ccco2)c(OC)c1 | 0 | 0 | 0 | 5 | 8 | 1 | -1 | 0 | 2 | 1
CC(=O)Nc1ccc(NC(=O)c2ccc(-c3c(C)noc3C)c3ccoc23)cc1 | -2 | -5 | -5 | -7 | 1 | 23 | . | 1 | 1 | 6
Cc1nn(-c2ccc(F)cc2)c2nc(N)c(C#N)c(-c3cccs3)c12 | 1 | 1 | -17 | -9 | 7 | 4 | -21 | -1 | 12 | 5
COC(=O)c1[nH]c2ccc(C)cc2c1NC(=O)C1=COCCO1 | -5 | -1 | -2 | 14 | 8 | -4 | -2 | -2 | 1 | -1
O=C(COC(=O)C1CC2CCCC(C1)C2=O)NNC(=O)c1ccc([N+](=O)[O-])cc1 (stereo not given) | -6 | 13 | 4 | 2 | 1 | 1 | 3 | -1 | 2 | 5
COc1ccc(-c2cc(=O)oc3cc(OC(C)C(=O)NC4CC4)ccc23)cc1 (stereo not given) | 2 | 4 | 4 | -5 | 5 | 6 | -1 | -6 | 1 | -5
O=c1c2ccccc2nc2n1C(CSc1ccc(F)cc1)CS2 (stereo not given) | 4 | 2 | 1 | -5 | -4 | . | 9 | 2 | 2 | -5
COc1ccc(Cl)cc1S(=O)(=O)N1CCC(O)(c2ccc(Cl)cc2)CC1 | -5 | -4 | -14 | 0 | -5 | -6 | -6 | 8 | 2 | 5
O=c1cc(O)nc(SCc2ccccc2)n1-c1ccc(Cl)cc1 | 3 | -5 | -15 | 0 | -11 | -3 | -53 | 0 | 27 | 2
CCN(CC)CCNC(=O)c1ccc(CS(=O)(=O)c2ccccc2C)o1 | 3 | 1 | 7 | -6 | 0 | -3 | 5 | -1 | -3 | -6
O=C(NCC(c1ccco1)N1CCCC1)c1cc(=O)[nH]c2ccccc12 (stereo not given) | 5 | -4 | 2 | 7 | -7 | -1 | 7 | 1 | 4 | 7
COc1ccc(/C(N)=N/OC(=O)c2cccc([N+](=O)[O-])c2)cc1 | 0 | 5 | 0 | -2 | -3 | -7 | 3 | -2 | 2 | -6
CN1CCN(C(=O)c2ccccc2NC(=O)c2cccc(Cl)c2)CC1 | -1 | -2 | 4 | -2 | 18 | 2 | 0 | 1 | -3 | -2
Cc1ccccc1CN1CCCCC(NC(=O)c2cccc(F)c2)C1=O (stereo not given) | 0 | -4 | 6 | -7 | 1 | 2 | . | -3 | 1 | .
Cc1nccn1CCCNCc1c(C(=O)N2CCCCCCC2)nc2ccc(Cl)cn12 | 2 | 3 | 1 | -2 | -20 | 5 | 0 | -4 | -6 | -4
CCOc1ccc2nc(SCC(=O)c3ccc(C)s3)sc2c1 | 2 | -1 | 1 | -1 | 7 | -1 | -8 | -2 | 2 | 5
O=C1Cc2ccccc2C(=O)N1Cc1ccccc1 | -10 | -3 | 8 | -2 | -5 | -1 | -5 | 6 | 14 | 7
COc1ccccc1C(=O)NC(CCSC)C(=O)N1CCC(Cc2ccccc2)CC1 (stereo not given) | -8 | -5 | -4 | -3 | 6 | -1 | -9 | 2 | -6 | 2
COC(=O)Nc1ccc(Cn2cc(C(F)(F)F)ccc2=O)cc1 | -2 | -1 | -6 | -3 | 5 | -2 | . | 0 | -2 | -1
COc1ccccc1NC(=O)CSc1nc(O)cc(=O)[nH]1 | -6 | 14 | 3 | 0 | 3 | 3 | -7 | -1 | 34 | -2
O=C(c1cc2ccccc2o1)n1nnc2ccccc21 | 0 | 0 | 7 | 0 | 1 | 3 | 5 | 3 | 1 | -8
CCCCn1c(=N)n(CC(=O)c2ccco2)c2ccccc21 | 4 | 3 | 2 | 3 | -3 | 6 | 9 | 1 | 2 | 1
Clc1ccc(Nc2ccc(-n3ccnc3)nn2)cc1Cl | -3 | 2 | -16 | -7 | -5 | -25 | -21 | 7 | 10 | -6

Entries listed so far that contain two or more sulfur atoms (3):
SMILES | MBD2 inh | PRMT1 inh | mABHD4 FP | SIAE inh | TDP2 inh | NPR2 activator | HTRA1 inhibitor | LEDGF integ inh | rCAG binder | TCR CD3 inh
CCCCN(C(=O)NCCCCCCNC(=O)N(CCCC)C1CCS(=O)(=O)C1)C1CCS(=O)(=O)C1 (stereo not given) | 4 | 1 | 4 | 3 | -3 | -3 | -10 | 2 | -8 | 8
O=c1c2ccccc2nc2n1C(CSc1ccc(F)cc1)CS2 (stereo not given) | 4 | 2 | 1 | -5 | -4 | . | 9 | 2 | 2 | -5
CCOc1ccc2nc(SCC(=O)c3ccc(C)s3)sc2c1 | 2 | -1 | 1 | -1 | 7 | -1 | -8 | -2 | 2 | 5

Further records follow.
SMILES | MBD2 inh | PRMT1 inh | mABHD4 FP | SIAE inh | TDP2 inh | NPR2 activator | HTRA1 inhibitor | LEDGF integ inh | rCAG binder | TCR CD3 inh
O=C1CCN(CCCc2ccccc2)CCN1[C@H](CO)c1ccccc1 | -5 | -2 | 0 | 3 | 1 | 1 | -5 | -2 | -12 | -3
C=CCOC(=O)/C(=C\c1cccc2ccccc12)NC(=O)c1ccccc1 | -3 | -3 | -19 | -4 | 6 | 3 | -19 | 2 | 0 | 0
CCOC(=O)c1c(-c2ccc(Cl)cc2)csc1NC(=O)CNCc1ccco1 | -3 | 3 | 10 | 0 | 32* | 0 | -33 | 4 | 1 | 9
COc1cc(OC)cc(N2C(=O)CC(N3CCC(C(=O)N4CCCCC4)CC3)C2=O)c1 (stereo not given) | 4 | 78* | -16 | -4 | -26 | -2 | -4 | -4 | -3 | 1
O=C(CN(C(=O)c1csnn1)c1ccccc1C(F)(F)F)NCc1ccccc1 | -2 | 4 | 7 | -2 | -5 | 4 | -1 | -1 | -1 | -4
O=C(CNC(=S)N(Cc1ccccc1)Cc1cccnc1)NC1CC1 | 3 | 0 | -1 | -5 | 2 | 1 | 6 | 1 | -3 | 3
COCCCN1C(=O)c2ccc(C(=O)N3CCN(c4ccc(OC)cc4)CC3)cc2C1=O | -2 | -4 | -5 | 8 | -10 | 5 | 0 | 2 | -2 | -6
COCCCN1C(=O)C(CC(=O)NCCCCc2ccccc2)CC(C(=O)N(C(C)C)C(C)C)=C1C (stereo not given) | -2 | 1 | 11 | 2 | 6 | -4 | . | 2 | -2 | -3

Compound activity: PubChem, several laboratories
